RAD54 branch – inhibitors of human RAD54 branch migration. Q92698. inhibition, % at 10.4 µM. 360,000 tested, 0.14% active. RAD54 Holliday junction branch migration, FAM/BHQ fluorescence;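 active means mean normalized replicate activity at least 40 and at least half of replicates scoring 40 or more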;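 further: 0% = median of neutral control wells and 100% = median of positive control wells; inhibitors cause a drop in the FAM fluorescence signal; in these data hits start at about 50%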
ERAP1 inh – inhibitors of human ERAP1 aminopeptidase | inhibition, % at 10.7 µM | AID 652197 | recombinant ERAP1, Leu-AMC fluorescence, 60 min | 340,000 tested, 0.15% active;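 active means mean replicate inhibition of at least 30%, or all replicates individually reaching that 30% level; inactive means mean below 30% and not every replicate reaching it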;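 further: 0% = neutral control wells and 100% = L-leucinethiol positive control wells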
ERp5 block – ERp5 (human) disulfide isomerase inhibition | Q15084 | ERp5 insulin aggregation, absorbance 650 nm, 90 min | inhibition, % at 9.99 µM | 350,000 tested, 0.05% active | AID 651711;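 active means mean replicate inhibition above about 25%, with every replicate also reaching it, limit read from the data, passing the limit was not always enough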
RAD52 inh – inhibitors of human RAD52 DNA annealing | P43351 | recombinant RAD52 DNA annealing, FRET fluorescence | inhibition, % at 18.7 µM | 360,000 tested, 0.46% active | AID 651710;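 active means every replicate showing at least 50% inhibition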
E-sel inducer – E-selectin induction on HUVECs; P16581; HUVEC E-selectin immunofluorescence imaging; normalized: neutral wells 0, TNF-alpha wells 100; activation, % at 7.58 µM; 260,000 tested, 0.37% active; AID 686992;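 active means mean E-selectin-positive cell signal at least 10% of the positive control, reached in at least 60% of replicates, without over 20% cell loss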;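 further: in these data hits start at about 27%; measured in HUVEC primary endothelial cells; signal is the percent of cells scored E-selectin positive by PE staining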
Target sequence (P16581 whole entry, looked up): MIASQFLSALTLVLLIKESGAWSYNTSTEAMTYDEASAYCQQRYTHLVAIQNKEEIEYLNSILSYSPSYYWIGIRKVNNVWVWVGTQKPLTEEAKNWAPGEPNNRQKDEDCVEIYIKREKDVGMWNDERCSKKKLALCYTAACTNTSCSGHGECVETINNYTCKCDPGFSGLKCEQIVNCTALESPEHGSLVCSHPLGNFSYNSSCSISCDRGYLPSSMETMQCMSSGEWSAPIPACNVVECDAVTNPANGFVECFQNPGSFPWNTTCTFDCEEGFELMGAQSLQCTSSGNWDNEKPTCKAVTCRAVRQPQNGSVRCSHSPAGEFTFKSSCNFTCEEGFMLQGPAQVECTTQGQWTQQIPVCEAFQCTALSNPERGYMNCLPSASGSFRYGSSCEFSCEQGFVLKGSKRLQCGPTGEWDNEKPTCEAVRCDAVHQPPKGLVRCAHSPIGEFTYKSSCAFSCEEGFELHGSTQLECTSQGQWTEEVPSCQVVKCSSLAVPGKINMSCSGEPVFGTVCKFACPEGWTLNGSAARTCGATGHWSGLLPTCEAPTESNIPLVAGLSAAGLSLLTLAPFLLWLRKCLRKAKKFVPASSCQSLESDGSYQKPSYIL
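material = human umbilical vein endothelial cells (HUVEC), E-selectin induction | quantity = 3,000 cells/well | medium = EGM-2 growth medium on 0.1% gelatin-coated wells | technique = immunofluorescence imaging | read-out basis = % PE-positive cells | control set = TNF-alpha positive control, DMSO neutral control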
S100A4 MyoIIA – blocks human S100A4 binding to myosin IIA peptide; S100A4/TAMRA-MyoIIA peptide fluorescence polarization; inhibition, % at 10.7 µM; 360,000 tested, 0.14% active;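 active means mean inhibition of at least 70% across replicates, with every replicate also reaching that level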
Target sequence (P26447 whole entry, looked up): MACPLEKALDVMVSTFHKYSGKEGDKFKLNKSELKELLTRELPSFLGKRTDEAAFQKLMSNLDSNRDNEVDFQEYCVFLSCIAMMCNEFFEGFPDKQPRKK
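Compound dosing: one dose per compound; test system: human S100A4 monomer with TAMRA-labelled myosin IIA peptide; probe or stimulus: TAMRA-labelled myosin IIA heavy-chain peptide probe, 5 nM; medium: HEPES buffer with Ca2+, pH 7.2; schedule: 5 min incubation before reading; benchmarks: neutral control DMSO, positive control TFP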
esBAF inh – inhibitors of esBAF chromatin remodeling in mouse ES cells; Bmi1-luciferase knock-in reporter, 24 h; 100% = twice the neutral-well signal; reporter increase, % at 12.5 µM; 350,000 tested, 2% active; in the data active means activation above about 40%;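 further: 0% = median of the plate's neutral control wells and 100% = double that signal; a rise in the Bmi1 reporter signal indicates esBAF inhibition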
XiGFP reactiv – activators of X-chromosome reactivation in mouse fibroblasts; XiGFP mouse fibroblasts, % GFP-positive cells imaging, 3 d; cells co-treated with 5-aza-dC sensitizer; scaled so ellipticine positive control = 100%; activation, % at 7.58 µM; 360,000 tested, 0.055% active;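 active means mean normalized replicate activation at least 10% and every replicate at or above 10%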;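 further: 0% = median of on-plate neutral control wells and 100% = ellipticine 6 µM median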
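Material: SV40-immortalized XiGFP fibroblast cells, line 68-5-11 | Buffer or medium: DMEM containing 5-aza-dC | Dosing: One concentration, pinned | Times: 3 d treatment, 15 min room-temperature fixation | Controls: Ellipticine 6 µM positive control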
An asterisk follows results filed as active; · = not tested or not shown.

[1] CCOc1ccc(NCCC(=O)c2ccc3c(c2)OCO3)cc1
[2] O=C(Nc1cccc(Cl)c1)C1CCCN(S(=O)(=O)c2cnc[nH]2)C1 (configuration not stated)
[3] O=C(COc1ccccc1)Nc1nnc(COc2ccccc2)s1
[4] O=C(c1cccc(F)c1)N1CCCCN2[C@H](C1)[C@H](c1ccc(C#CC3(O)CCCC3)cc1)[C@@H]2CO
[5] CCNC(=O)C[C@H]1C=C[C@H](NS(=O)(=O)c2ccc(F)cc2)[C@H](CO)O1
[6] O=C(c1ccccc1)N1CC(=O)N2[C@H](CO)[C@H](c3ccc(C#CCC4CCCC4)cc3)[C@H]2C1
Compound	1	2	3	4	5	6
RAD54 branch	-7	-7	-6	6	7	·
ERAP1 inh	5	·	3	3	-2	0
ERp5 block	7	-2	12	-6	-3	5
RAD52 inh	18	-19	-1	10	-2	-18
E-sel inducer	·	·	-0.5	0.0	-0.2	0.5
S100A4 MyoIIA	-2	-2	-37	0	3	2
esBAF inh	9	-2	·	2	-3	·
XiGFP reactiv	·	0.1	0.2	0.1	0.3	0.5

[7] O=C(c1ccco1)N1CCN(C(=S)Nc2cc(F)cc(F)c2)CC1
[8] CC(C(=O)N1CCc2ccccc21)N1CCN(S(=O)(=O)c2ccc3c(c2)OCCCO3)CC1 (configuration not stated)
[9] CC[C@@H]1C=C(C(=O)O)[C@H](c2ccc(C)cc2)N1S(=O)(=O)c1ccc(C)cc1
[10] COC(=O)C(C)Sc1nnc(Cc2cc(=O)[nH]c(=O)[nH]2)n1-c1ccc(Cl)cc1 (configuration not stated)
[11] CCNC(=O)[C@@H]1[C@@H](CO)[C@@H]2Cn3c(ccc(-c4cccnc4)c3=O)[C@H]1N2Cc1ccccc1
[12] COC(=O)C(NS(=O)(=O)c1ccccc1Cl)c1ccccc1 (configuration not stated)
Compound	7	8	9	10	11	12
RAD54 branch	-1	-3	5	-27	8	·
ERAP1 inh	-1	0	-2	·	0	8
ERp5 block	-1	-2	-3	-4	0	0
RAD52 inh	-4	-10	-3	-42	7	-9
E-sel inducer	-1.1	·	0.5	·	-0.3	3.3
S100A4 MyoIIA	-2	2	0	0	8	2
esBAF inh	8	0	-1	-4	-4	-3
XiGFP reactiv	0.0	-0.1	-0.2	0.3	0.7	0.1

[13] CC(=O)Nc1ccc(NC(=O)C2CC(=O)N(c3ccc(Cl)cc3)C2)cc1 (configuration not stated)
[14] O=C(O)c1ccc2c(c1)OCCCO2
[15] C(#Cc1ccccc1)C[N+]1(CC#Cc2cccc3ccccc23)CCOCC1
[16] Cc1ccc(NC(=O)c2sc3ncn(CC(=O)N4CCN(c5ccccn5)CC4)c(=O)c3c2C)cc1F
[17] CN(C(=O)CCc1nnc(-c2ccc(-c3ccccc3)cc2)o1)C1CCOCC1
[18] CC[C@@]1(C(=O)OC)N[C@H](CN(C)S(=O)(=O)c2ccc(-c3ccccc3)cc2)[C@@H]2C(=O)N(C)C(=O)[C@@H]21
Compound	13	14	15	16	17	18
RAD54 branch	-3	-7	·	-4	-2	9
ERAP1 inh	2	·	0	0	-2	-9
ERp5 block	-35	0	3	-4	-4	3
RAD52 inh	4	-17	41	-16	-15	7
E-sel inducer	·	0.2	·	·	-0.8	-0.3
S100A4 MyoIIA	-1	-2	0	-2	11	-4
esBAF inh	·	-4	-20	6	-8	-3
XiGFP reactiv	0.2	-0.1	0.0	0.0	-0.1	0.0

[19] COc1ccccc1-c1cc(C(F)(F)F)nc(S(=O)(=O)CCCC(=O)NCc2ccc(F)cc2)n1
[20] COC(=O)c1ccc2nc(-c3ccc(F)cc3)c(Cc3ccc(OC)cc3C)n2c1
[21] Cc1cc(C(F)(F)F)nn2cnnc12
[22] Nc1nc(SCC(=O)Nc2cccnc2Cl)n[nH]1
[23] COc1ccc2oc(C(=O)OCC(=O)N(C)CC(=O)Nc3ccc(F)cc3)c(C)c2c1
[24] O=C(c1ccccc1)C1CN(Cc2ccccc2)CCC1(O)c1ccccc1 (configuration not stated)
Compound	19	20	21	22	23	24
RAD54 branch	·	5	·	·	·	3
ERAP1 inh	-2	-1	-2	-5	-1	0
ERp5 block	-4	2	1	1	-1	-3
RAD52 inh	-15	-35	-3	-9	-21	-21
E-sel inducer	-0.3	0.7	·	·	0.2	3.4
S100A4 MyoIIA	0	0	-5	2	44	-5
esBAF inh	·	37	·	·	·	6
XiGFP reactiv	-0.1	0.2	0.0	-0.1	-0.1	0.1

[25] Cc1ccc(S(=O)(=O)N(C)C[C@H]2Oc3c(NC(=O)c4nc5ccccc5s4)cccc3C(=O)N([C@@H](C)CO)C[C@H]2C)cc1
[26] COc1ccccc1/C=N/NC(=O)CNC(=O)c1ccc(S(=O)(=O)N2CCCC2)cc1
[27] O=C(/C=C/c1ccc(OCCCF)cc1)N1CCOCC1
[28] COc1ccc2c3c(n(C)c2c1)[C@@H](CO)N(C)CC31CCN(C(=O)Nc2cccc(F)c2)CC1
[29] CCN(CC)CCn1c(=S)[nH]c2cc(C(=O)NCc3ccc(C)cc3)ccc2c1=O
[30] CCc1ccc(NC(=O)C/C(C)=N/NC(=O)OCc2ccc(OC)cc2)cc1
Compound	25	26	27	28	29	30
RAD54 branch	-1	·	1	·	2	1
ERAP1 inh	-1	-1	-6	1	0	2
ERp5 block	-1	0	4	2	7	-8
RAD52 inh	-7	-19	-9	11	-67	-11
E-sel inducer	-0.4	·	·	0.3	8.3	·
S100A4 MyoIIA	12	-4	-4	-4	-2	-4
esBAF inh	1	·	44	·	-3	·
XiGFP reactiv	-0.3	0.3	0.2	0.3	0.0	0.0

Random excerpt: 5 entries already listed, in no set order.
[26] COc1ccccc1/C=N/NC(=O)CNC(=O)c1ccc(S(=O)(=O)N2CCCC2)cc1
[29] CCN(CC)CCn1c(=S)[nH]c2cc(C(=O)NCc3ccc(C)cc3)ccc2c1=O
[25] Cc1ccc(S(=O)(=O)N(C)C[C@H]2Oc3c(NC(=O)c4nc5ccccc5s4)cccc3C(=O)N([C@@H](C)CO)C[C@H]2C)cc1
[28] COc1ccc2c3c(n(C)c2c1)[C@@H](CO)N(C)CC31CCN(C(=O)Nc2cccc(F)c2)CC1
[30] CCc1ccc(NC(=O)C/C(C)=N/NC(=O)OCc2ccc(OC)cc2)cc1
Compound	26	29	25	28	30
RAD54 branch	·	2	-1	·	1
ERAP1 inh	-1	0	-1	1	2
ERp5 block	0	7	-1	2	-8
RAD52 inh	-19	-67	-7	11	-11
E-sel inducer	·	8.3	-0.4	0.3	·
S100A4 MyoIIA	-4	-2	12	-4	-4
esBAF inh	·	-3	1	·	·
XiGFP reactiv	0.3	0.0	-0.3	0.3	0.0

(more compounds)
[31] C/C=C/c1cnc2c(c1)C(=O)N([C@@H](C)CO)C[C@H](C)[C@H](CN(C)C(=O)NC1CCCCC1)O2
[32] CCOC(=O)Cc1csc(NC(=O)COc2ccc(OC)cc2)n1
[33] Cc1ccc(N(C(=O)c2ccc3c(c2)OCO3)C2C=CS(=O)(=O)C2)cc1 (configuration not stated)
[34] Cc1ccc(NCC(=O)N=Nc2c(O)n(C)c3ccccc23)cc1
[35] Cc1ccc2c(c1)N(CC(=O)c1cccc(Cl)c1)C(=O)C(C)O2 (configuration not stated)
[36] C=CCSc1nnc(CCCCCN2C(=O)c3cccc4cccc(c34)C2=O)o1
Compound	31	32	33	34	35	36
RAD54 branch	-3	-11	1	·	7	-2
ERAP1 inh	0	-3	1	4	6	-5
ERp5 block	-1	-1	-4	5	2	4
RAD52 inh	-5	-7	-4	-1	4	-17
E-sel inducer	0.5	0.2	·	8.2	·	·
S100A4 MyoIIA	-3	6	-1	-2	-11	3
esBAF inh	3	-5	-5	·	-7	·
XiGFP reactiv	0.0	-0.1	·	0.0	·	0.3

[37] CCCCOP(=O)(c1ccc(N(C)C)cc1)C(O)c1ccc(C(C)C)cc1 (configuration not stated)
[38] COc1ccc2c3c([nH]c2c1)[C@@H](CO)N(Cc1ccccc1Cl)CC31CCN(C(=O)C2CC2)CC1
[39] COC(=O)c1ccc(N2C(c3cc(OC)cc(OC)c3)=Cc3ccc(-c4ccc(C(N)=O)cc4)cc3C2CC(=O)C2CC2)cc1 (configuration not stated)
[40] O=C1N[C@@H](c2ccccc2)COC(=O)[C@@H](Cc2ccc(F)cc2)CC/C=C/C[C@H]1CC(=O)N(CCO)Cc1ccccc1
[41] C/C=C/c1ccccc1[C@@H]1[C@@H](C#N)N(c2nc(CC)cs2)[C@@H]1CO
[42] COc1cccc(CNC(=O)C2CCN(S(=O)(=O)c3cccc4nonc34)CC2)c1
Compound	37	38	39	40	41	42
RAD54 branch	5	·	·	4	·	6
ERAP1 inh	3	0	0	7	3	3
ERp5 block	3	4	4	12	0	2
RAD52 inh	12	-71	-9	18	-15	-21
E-sel inducer	0.1	-0.1	-0.5	0.0	0.0	0.0
S100A4 MyoIIA	-5	7	7	6	0	-5
esBAF inh	0	·	·	7	·	-10
XiGFP reactiv	0.0	0.0	-0.1	0.1	0.0	0.1

[43] COc1ccc(-n2nc3c(c2NC(=O)CC(C)C)CS(=O)C3)cc1 (configuration not stated)
[44] O=C(c1ccco1)N1CCN(Cc2nnnn2CC2CCCO2)CC1 (configuration not stated)
[45] CCCNC(=O)[C@H]1[C@H](CO)[C@H]2Cn3c(ccc(/C=C/c4ccccc4)c3=O)[C@@H]1N2C(=O)c1ccccc1
[46] O=C(CCc1ccccc1)N1CCN(C(=O)CCc2ccccc2)CC1
[47] CC1CC(C)CN(CC(O)COC2CC(C)CC(C)(C)C2)C1 (configuration not stated)
[48] O=C(CCN1CCCCC1)N[C@H]1CC[C@@H](CCNS(=O)(=O)c2ccccc2)O[C@@H]1CO
Compound	43	44	45	46	47	48
RAD54 branch	-13	-4	-8	1	-10	3
ERAP1 inh	2	-8	-1	2	-2	·
ERp5 block	2	-8	-1	4	-2	-8
RAD52 inh	2	-4	-16	-8	-7	·
E-sel inducer	·	·	-1.6	0.2	·	-1.7
S100A4 MyoIIA	0	0	-3	-6	3	·
esBAF inh	3	1	-8	-5	-5	-1
XiGFP reactiv	-0.1	0.1	0.1	0.2	0.0	0.1

[49] C[C@H](CO)N1C[C@H](C)[C@@H](CN(C)S(=O)(=O)c2ccc(F)cc2)Oc2c(NC(=O)Nc3cccc4ccccc34)cccc2C1=O
[50] CC(=O)NC(c1ccc(C(C)C)cc1)c1ccc2cccnc2c1O (configuration not stated)
[51] Cc1ccc(Nc2cc(C)nc(N3CCOCC3)n2)c(C)c1
[52] CCC1(C)Cc2ccccc2-c2nc(NCCO)[nH]c(=O)c21 (configuration not stated)
Compound	49	50	51	52
RAD54 branch	·	5	·	-12
ERAP1 inh	1	-3	0	-3
ERp5 block	-6	-2	-1	-4
RAD52 inh	6	-4	-19	4
E-sel inducer	0.0	0.2	0.6	·
S100A4 MyoIIA	-41	-1	-2	1
esBAF inh	3	-39	·	0
XiGFP reactiv	0.7	0.0	0.0	·
